High-throughput results from PubChem.
UDG counter – blocks uracil-DNA glycosylase in AID counter-screen; Potency, µM (titrated, usually from 115 µM), for the others: at the highest dose activity change, negative = inhibition, most hits filed as inhibitors; FRET deamination/UDG coupled assay, UDG read, 4 h; actives 0.14% (n = 91,000); further: nearly all actives have a fitted effect of over 65% in size
AID inh – inhibitors of human activation induced cytidine deaminase | actives 0.32% (n = 91,000) | AID deamination FRET fluorescence, UDG-coupled, 4 h | AID 1347428 | Potency, µM (titrated, usually from 115 µM), for inactives: top-dose activity change, negative = inhibition, usual class: inhibitors; further: nearly all actives have a fitted effect of over 25% in size
Target sequence (Q9GZX7 whole entry, looked up): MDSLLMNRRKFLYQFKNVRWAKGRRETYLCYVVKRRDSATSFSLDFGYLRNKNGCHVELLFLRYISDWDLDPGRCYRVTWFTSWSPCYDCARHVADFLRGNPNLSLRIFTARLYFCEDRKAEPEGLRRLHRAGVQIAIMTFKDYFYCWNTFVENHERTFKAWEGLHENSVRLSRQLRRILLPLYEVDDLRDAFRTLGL
The depositor's hits bear a star; ? = inconclusive; [ ] = remark or other dose. The call rests on the fitted dose curve; in most records, active means well fitted curve in the direction sought with a large enough effect; inconclusive means small, poorly fitted or top-dose-only effect, or another doubt; inactive means no such curve, though single readings can be large; an effect the other way counts as inactive or inconclusive. On the % scale 0 is the no-effect control and ±100 the full control effect; potency means the concentration at half of the fitted maximal effect. A portion of the library (hit frequency here may not be typical).

A first look, four compounds:
SMILES | UDG counter | AID inh
O=C(CN1CCC(c2nc3ccccc3s2)CC1)NC(=O)Nc1ccc2c(c1)OCCO2 | 4% | -16%
CCc1nn(CC(=O)NCCCN(CC)CC)c(=O)c2cc3sc(C)cc3n12 | -18% | -7%
Cc1cc(C)cc(NS(=O)(=O)c2cc3[nH]c(=O)c(=O)[nH]c3cc2C)c1 | -1%[57.5 µM] | -25%
Cn1nc(-c2ccc(C(=O)Nc3ccc(OC(F)(F)F)cc3)cc2)c2ccccc2c1=O | -5% | -19%

The list itself, repeating the preview:
SMILES | UDG counter | AID inh
O=C(CN1CCC(c2nc3ccccc3s2)CC1)NC(=O)Nc1ccc2c(c1)OCCO2 | 4% | -16%
CCc1nn(CC(=O)NCCCN(CC)CC)c(=O)c2cc3sc(C)cc3n12 | -18% | -7%
Cc1cc(C)cc(NS(=O)(=O)c2cc3[nH]c(=O)c(=O)[nH]c3cc2C)c1 | -1%[57.5 µM] | -25%
Cn1nc(-c2ccc(C(=O)Nc3ccc(OC(F)(F)F)cc3)cc2)c2ccccc2c1=O | -5% | -19%
N#Cc1cccnc1NCCc1coc(-c2ccccc2)n1 | 3% | -4%
Cc1ccc(C)c(C(NC(=O)c2ccccc2)c2cccnc2)c1 (configuration not stated) | -4% | -7%
COc1ccc(C(C)=O)cc1CO/N=C/c1ccccc1OC(F)F | -16% | -18%
COC(=O)c1ccc(NC(=O)C(=O)NCCc2sc(-c3cccc(F)c3)nc2C)cc1 | -7% | -6%
Cc1cccc(C)c1OCc1cc(=O)n2ccsc2n1 | -9% | 6%
O=C(Nc1ccc(Br)c(Cl)c1)c1ccc(-c2ccccc2)cc1 | -9% | 0%
COc1ccc(NC(=O)c2nc(SCc3ccc(F)cc3)ncc2Cl)cc1 | -1% | 2%
CC1Cc2cc(S(=O)(=O)NCc3ccc(Cl)cc3)ccc2N1C(=O)C1CCC1 (configuration not stated) | 0% | 11%
CCn1c(=O)n(CCC(=O)Nc2ccccc2C)c2ccccc21 | 11% | 2%
COc1ccc(OC)c(C2CCCN2C(=O)Cn2cccnc2=O)c1 (configuration not stated) | 6% | 0%
C#CCN(CCC(=O)NC(N)=O)Cc1ccc(C)cc1 | -6% | -1%
Cc1ccc2[nH]c(C(=O)Nc3ccccc3)cc2c1 | 9% | 4%
O=C1c2[nH]nc(-c3ccccc3O)c2C(c2cccc(OCc3ccccc3)c2)N1CCO (configuration not stated) | 1% | -8%
COc1ccc(NC(=O)CC(C)C)c2cccnc12 | -3% | 4%
CCn1ncc2c(C(=O)Nc3cc(OC)cc(OC)c3)cc(-c3cccs3)nc21 | -10% | 1%
CC(=O)c1cccc(NC(=O)c2ccc3c(c2)NC(=O)CS3)c1 | -7% | -4%
COC(=O)c1cc2sc(Cl)cc2n1Cc1cc(C)ccc1C | -1% | 5%
CCC(C)(C)NC(=O)c1ccc(C(=O)O)cc1 | -5% | -3%
O=C(OCc1noc(-c2ccco2)n1)c1cncc(Br)c1 | -1% | 1%
Cc1cc(C)n(-c2nc(C)c(C)c(=O)n2CC(=O)Nc2ccc(OC(F)(F)F)cc2)n1 | -4% | 5%
N#Cc1c(N2CCN(C(=O)C(=O)N3CCOCC3)CC2)nc(-c2ccccc2)c2c1CCCC2 | 0% | -20%

Three structures already listed, ordered by length of the SMILES, descending:
SMILES | UDG counter | AID inh
O=C(CN1CCC(c2nc3ccccc3s2)CC1)NC(=O)Nc1ccc2c(c1)OCCO2 | 4% | -16%
CC1Cc2cc(S(=O)(=O)NCc3ccc(Cl)cc3)ccc2N1C(=O)C1CCC1 (configuration not stated) | 0% | 11%
O=C(Nc1ccc(Br)c(Cl)c1)c1ccc(-c2ccccc2)cc1 | -9% | 0%

(listing goes on)
SMILES | UDG counter | AID inh
N#Cc1cccc(OCc2ccc(-c3ccccc3)cc2)c1 | -8% | -7%
O=c1cc(CSc2nnnn2-c2ccccc2)c2ccc(O)cc2o1 | 1% | -4%
Cc1ccc2nc(-c3ccc(C)o3)c(Nc3ccc4c(c3)OCCO4)n2c1 | 1% | 11%
COC(=O)[C@@H](NC(=O)c1snnc1-c1ccc(OC)cc1)C(C)C | 2% | 5%
O=C(Cn1ncc2c3ccccc3n(Cc3ccccc3)c2c1=O)NCc1ccccc1 | -12%[57.5 µM] | 25%
O=C1N=C(O)CN1/N=C/c1ccc(-c2ccc([N+](=O)[O-])cc2)o1 | -8% | -12%
Cc1ccc(NC(=O)c2cc(S(=O)(=O)N3CCCCCC3)ccc2F)cc1F | -1% | 4%
Cc1ccc(C(=O)NC2CCCCC2C)c(C)c1 (configuration not stated) | -2% | -1%
N#Cc1c[nH]n2c(NC3CCCCC3)c(-c3cccc(Cl)c3)nc12 | -1% | -4%
Cc1ccc(N=C2NN=C(c3c[nH]c(C(=O)N4CCCC4)c3)CS2)c(C)c1 | -8% | 20%
CC1CC(=O)Nc2ccccc2N1C(=O)Cn1cnc2cc(F)ccc2c1=O (configuration not stated) | -2% | 4%
O=C(Cc1ccccc1)N(Cc1cccnc1)c1nc2c(Cl)cccc2s1 | -4% | ?
CCc1ccc(-c2csc(/C(C#N)=C\Nc3ccccc3C)n2)cc1 | 1% | -3%
COC(=O)CNC(=O)Nc1cc(C(=O)NCc2ccc(C)cc2)ccc1N1CCCC1 | 0% | 10%
O=C(c1ccc2c(c1)N(Cc1ccccc1F)C(=O)c1ccccc1S2(=O)=O)N1CCN(c2ccccc2F)CC1 | 1% | 23%
COc1cccc(-n2ccn(CC(=O)Nc3ccccc3F)c(=O)c2=O)c1 | 2%[57.5 µM] | 5%
C=C(C)COc1ccc2c(=O)c(Oc3ccc(OC)cc3)c(C)oc2c1 | -9% | -26%
Cc1ccc(CSc2nnc(COc3ccc(Cl)cc3)n2C)cc1 | -10% | -25%
COC(=O)c1ccc(COC(=O)c2oc3ccccc3c2COC(C)C)o1 | 12% | 3%
Cc1cc(C)cc(NC(=O)c2cc(C)nc3c2c(C)nn3-c2ccccc2)c1 | 5% | -3%
Cc1ccc(NC(=O)C2CCN(S(=O)(=O)c3c(C)noc3/C=C/c3ccco3)CC2)cc1C | -8%[57.5 µM] | -20%
CCC(C)C(NC(=O)C(C)NC(=O)CNC(=O)CNC(=O)OCc1ccccc1)C(N)=O (configuration not stated) | -1% | -2%
CCOCCCn1c(SCC(=O)Nc2ccccc2OC)nc2c(oc3ccccc32)c1=O | -6% | -17%
Cc1ccc(-n2ncc3c(N4CCN(Cc5ccccc5)CC4)ncnc32)cc1Cl | -24% | -6%
CCC(C)(C)NCC(=O)Nc1sccc1C#N | 2% | 22%

Profiles as entered above. Values in the order: UDG counter | AID inh
Entry for `Cc1ccc(C(=O)NC2CCCCC2C)c(C)c1` (configuration not stated) → -2% | -1%
Entry for `COc1ccc(NC(=O)CC(C)C)c2cccnc12` → -3% | 4%

Other entries follow:
SMILES | UDG counter | AID inh
COc1ccc(-c2nc(CSCC(=O)N3CCN(c4cc(Cl)ccc4C)CC3)c(C)o2)cc1 | ? | ?
C#Cc1cccc(NCc2c(F)c(F)c(F)c(F)c2F)c1 | -5% | -11%
COc1cc(Cl)c(C)cc1NC(=O)c1ccc2c(Cl)c3c(nc2c1)CCC3 | 4% | 0%
O=C(O)c1ccc(C(=O)/C=C/c2cccs2)s1 | -8% | -10%
CC(CO)NC(=O)CSc1nc(-c2ccccc2)c(-c2ccccc2)o1 (configuration not stated) | -5% | 1%
COc1cccc(NC(=O)C(Oc2ccc(S(=O)(=O)N3CCOCC3)cc2)c2ccccc2)c1 (configuration not stated) | -9% | -10%
COC(=O)C(C)OC(=O)c1ccc(OC)c2ccccc12 (configuration not stated) | -3% | -1%
O=C(O)c1ccc(-c2ccccc2)cc1 | 6% | 2%
O=c1[nH]c2ccc(NCc3ccccc3F)cc2[nH]1 | 3% | 30%
O=C(NCc1ccc2c(c1)OCO2)c1ccc2c(c1)N(Cc1ccccc1)C(=O)c1ccccc1S2=O (configuration not stated) | -8% | -21%
CNCc1ccc(-c2ccc(Cl)cc2)o1 | -10% | -10%
O=C(NCCn1cc(SCc2ccc(C(F)(F)F)cc2)c2ccccc21)c1ccccc1F | -6% | 35%[activator]
CC(C[N+](C)(C)C)OC(=O)c1ccc2c(c1)OCO2 (configuration not stated) | 3% | 15%
CCOc1ccc(CCNC(=O)c2cccc(Nc3nc4ccccc4nc3-n3nc(C)cc3C)c2)cc1OCC | -15% | -16%
COc1ccc(Nc2cc(C)nc3c(C)ccc([N+](=O)[O-])c23)cc1 | -9% | -17%
O=C(CSc1nc(=O)n(Cc2ccncc2)c2c1CCC2)Nc1cccc(F)c1 | ? | 30%[activator]
COc1ccc(Cn2nnc(C(=O)Nc3cc(OC)ccc3OC)c2N)cc1 | -3% | 36%[activator]
Cc1ccc(NC(=O)c2c(C)oc3ccc(O)c(CN4CCCCCC4)c23)c(C)c1 | -2% | -11%
CCOC(=O)Cn1c(=N)n(CCOc2ccc(OC)cc2)c2ccccc21 | ? | 8%
NC(=O)c1cc(-c2csc(NC3CCCC3)n2)ccc1O | 11% | 9%
CC1CC(C#N)NC(=S)N1 (configuration not stated) | 3% | 7%
CCC(C)NC(=O)CCNC(=O)N1CCn2c1nc1ccccc12 (configuration not stated) | 5% | 3%
Cc1ccc(C2CC(=O)CC(c3ccc(C)cc3C)S2)c(C)c1 (configuration not stated) | 3% | -3%
CCc1cc(=O)oc2c(C)c(OCc3cccc(OC)c3)ccc12 | -1% | -15%
C#CCNC(=O)Nc1cccc(C)c1 | -2% | -1%

SMILES | UDG counter | AID inh
Cc1ccc(CCNC(=O)CCc2nc(CS(=O)(=O)c3ccccc3)no2)cc1 | -13% | -6%
Fc1cc(Br)ccc1Nc1c2c(nc3nc(-c4cccs4)nn13)CCCC2 | -8% | ?
Cc1cc2c(cc1S(=O)(=O)Nc1cccc(Cl)c1C)n(C)c(=O)c(=O)n2C | 0%[57.5 µM] | -29%
COCCNC(=O)c1ccc2c(c1)N(Cc1c(F)cccc1Cl)C(=O)c1ccccc1S2 | -11% | 3%
CCCN1CCN(CCCNC(=O)c2ccc(CS(=O)c3ccc(OC)cc3)o2)CC1 (configuration not stated) | 6% | 1%
Cc1ccc(-n2nc(C)c3c(C)c(CCC(=O)NCc4ccc(Cl)cc4)c(C)nc32)cc1 | -6% | 6%
CCCCCCNC(=O)c1nccnc1N | 8% | 2%
O=C(NCCC(=O)N(Cc1ccco1)C1CC1)C1CCCC1 | -4% | -1%
Cc1c(C(=O)N(C)C)sc2c1c(=O)n(-c1ccc(Cl)c(Cl)c1)c(=O)n2CC(=O)N1CCCCC1C (configuration not stated) | -2%[57.5 µM] | -19%
COC(=O)c1cc(COC(=O)Cc2coc3cc(C)c(C)cc23)oc1C | -1% | -3%
COc1cccc(Oc2coc3cc(OC(=O)c4ccccc4Br)ccc3c2=O)c1 | 8% | -5%
Cn1nc(C(=O)N2CCN(c3ccc(F)cc3)CC2)c2ccccc2c1=O | 1% | -2%
COc1cc(CN2CCN(Cc3ccccc3C)CC2)cc(OC)c1O | -14% | -12%
Cc1ccc(/C=C/C(=O)c2c(C)nc3ccccc3c2-c2ccccc2)cc1 | -1% | -25%
CCOCCc1nn2c(=O)cc(COC(=O)c3ccc4c(c3)OCO4)nc2s1 | 6% | 17%
O=[N+]([O-])c1c(Nc2ccccc2Cl)cc(Cl)c2nonc12 | -12% | -17%
S=C(NCc1ccc(Cl)cc1)NCc1cccs1 | 1% | -12%
Cc1oc(-c2nc(C#N)c(N(C)Cc3ccccc3)o2)cc1S(=O)(=O)N1CCOCC1 | 4% | -6%
CC(NC(=O)CC1(C(=O)O)CCCCC1)c1ccc2c(c1)CCCC2 (configuration not stated) | 2% | 2%
c1ccc(CCc2nnc(CCc3ccccc3)s2)cc1 | -1% | -7%
FC(F)(F)c1cc(-c2ccccc2)nc(SCc2cccnc2)n1 | -11% | -24%
CN(C)c1ccc(CNC(=O)c2cnc3sc(N4CCCCCC4)nn3c2=O)cc1 | -5% | 5%
COc1ccc(-c2cc(C(F)(F)F)n3nc(C(=O)O)c(Cl)c3n2)cc1OC | -4% | 57%[activator]
O=C1/C(=C/c2cccc(F)c2)CSc2c(F)cccc21 | -1% | -22%
CC(C)CNC(=O)COC(=O)c1nn(Cc2ccccc2)c(=O)c2ccccc12 | 4% | -5%

SMILES | UDG counter | AID inh
COC(=O)c1cccc(CNC(=O)c2ccccc2C(=O)O)c1 | -6% | -2%
CCOC(=O)CSc1nc2ccc(NC(=O)c3ccccc3)cc2s1 | 56%[activator] | 43%[activator]
N#Cc1ccccc1COC(=O)c1ccc(COc2ccccc2)o1 | 5% | 6%
CCOc1cc(C(=O)OCC(=O)Nc2ccc(F)cc2F)ccc1OCC(=O)N1CCCCC1 | 2% | -8%
O=C(O)CCCC[C@@H]1SC[C@@H](NC(=O)c2ccccc2)[C@@H]1O | -7% | 3%
CCNC(=O)NC(=O)CN(CC(C)O)c1ccccc1 (configuration not stated) | 7% | 3%
CC(CNC(=O)Cn1ccc2cc(S(=O)(=O)N3CCCCCC3)ccc21)c1ccccc1 (configuration not stated) | -16% | ?
O=C(CC(c1ccc(Cl)cc1)C1CCCCC1=O)c1ccccc1 (configuration not stated) | 5% | -3%
Cc1ccc(-n2ncc(C(=O)NCCN3CCc4ccccc4C3)c2C2CCN(C(=O)OC(C)(C)C)CC2)cc1C | 34%[activator] | ?
